AGP1-GFP MLPCN = yeast TOR pathway AGP1-GFP modulation. S. cerevisiae AGP1-GFP multiplex flow cytometry, 3 h; GFP as percent of DMSO wells. GFP response vs DMSO, % at 10 µM. 320,000 compounds, 0.02% hits. AID 2066;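 active = GFP response relative to DMSO above a set limit, near screen average plus 3 SD, cut at about 150% in these data; inconclusive = fewer than 70 cells counted for the yeast strain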;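 also: median GFP channel fluorescence of the gated AGP1 strain per well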
RPL19A-GFP yeast = yeast TOR pathway RPL19A-GFP modulation. S. cerevisiae RPL19A-GFP strain, flow cytometry, 3 h; hits give low values. percent response vs DMSO, % at 10 µM. 330,000 compounds, 0.3% hits;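 active = percent response vs DMSO below 50%; inconclusive = fewer than 70 events counted for the yeast strain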;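 also: median channel GFP fluorescence of the barcoded RPL19A-GFP strain; ratio of sample median GFP to plate DMSO average so 100% = DMSO; lower means less RPL19A-GFP as with rapamycin TOR inhibition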
AHR activator = human AHR activation. AHR-responsive luciferase reporter cells, luminescence. activation, % at 5 µM. 320,000 compounds, 2.5% hits; in the data active = activation above about 47%;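 also: 0% = vehicle wells and 100% = reference agonist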
CIT2 TOR yeast = alters CIT2-GFP fluorescence in TOR pathway yeast screen; 320,000 compounds, 0.065% hits; GFP response vs DMSO, % at 10 µM; S. cerevisiae CIT2-GFP strain, flow cytometry, 3 h; 100 means same as DMSO wells; AID 2029;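 active = GFP response relative to DMSO above a set limit, near the screen mean plus 3 SD, cut at about 150% in these data; inconclusive = Fewer than 70 cells measured for a yeast strain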;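 also: ratio of well median GFP fluorescence to mean of DMSO wells on the plate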
MEP2-GFP yeast = modulators of TOR pathway MEP2-GFP in S. cerevisiae | S. cerevisiae MEP2-GFP strain, flow cytometry GFP, 3 h; 100% = DMSO control level | 330,000 compounds, 0.51% hits | AID 2016 | GFP response vs DMSO, % at 10 µM;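 active = GFP response versus DMSO above a set limit, roughly screen mean plus 3 SD, cut at about 180% in these data; inconclusive = fewer than 70 cells counted for a yeast strain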;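 also: median GFP fluorescence of the barcode-gated MEP2-GFP cells per well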
LAP4 TOR yeast = yeast TOR pathway LAP4-GFP modulation; S. cerevisiae LAP4-GFP multiplex, flow cytometry GFP, 3 h; median GFP as percent of DMSO wells; GFP response vs DMSO, % at 10 µM; 320,000 compounds, 0.34% hits; AID 2023;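 active = GFP response vs DMSO above a set limit, about the screen mean plus 3 SD, cut at about 150% in these data; inconclusive = under 70 cell events counted for the yeast strain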
proCasp7 act = activates human procaspase-7, counter-screen for procaspase-3 activators | recombinant procaspase-7, Ac-DEVD-pNA absorbance 405 nm; D23A/D198A/D206A triple mutant, cannot self-cleave; scale: DMSO 0, 5 µM enzyme 100 | activation, % at 8.5 µM | 330,000 compounds, 0.093% hits | AID 463210;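 active = percent activation above the screen-wide mean plus 3 SD, cut at about 25% in these data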
Target sequence (P55210 whole entry D23A/D198A/D206A): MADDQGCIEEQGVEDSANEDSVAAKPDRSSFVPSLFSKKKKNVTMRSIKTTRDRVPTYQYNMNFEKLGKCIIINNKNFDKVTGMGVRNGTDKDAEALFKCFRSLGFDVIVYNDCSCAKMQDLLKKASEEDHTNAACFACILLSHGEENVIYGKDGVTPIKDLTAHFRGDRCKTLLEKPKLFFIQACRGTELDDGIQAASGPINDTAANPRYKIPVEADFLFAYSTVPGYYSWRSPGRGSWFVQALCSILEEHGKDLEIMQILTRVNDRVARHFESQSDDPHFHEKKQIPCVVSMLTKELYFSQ
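signal = Epi-absorbance of released pNA at 405 nm, two timepoints | assay system = Uncleavable procaspase-7 mutant enzyme | reagent = Ac-DEVD-pNA substrate, 400 µM as added | times = 1 h enzyme–compound preincubation and 2 h substrate reaction, both 25 °C | benchmarks = low DMSO alone, high DMSO plus 5 µM PC-7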
proCasp3 act = activates human procaspase-3; 330,000 compounds, 0.11% hits; recombinant procaspase-3 D3A, Ac-DEVD-pNA absorbance 405 nm; activation, % at 8.5 µM;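 active = activation above the mean of all tested compounds plus 3 SD, cut at about 21% in these data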;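 also: 0% = DMSO alone and 100% = DMSO wells spiked with extra 5 µM PC-3 D3A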
Target sequence (P42574 whole entry D9A/D28A/D175A): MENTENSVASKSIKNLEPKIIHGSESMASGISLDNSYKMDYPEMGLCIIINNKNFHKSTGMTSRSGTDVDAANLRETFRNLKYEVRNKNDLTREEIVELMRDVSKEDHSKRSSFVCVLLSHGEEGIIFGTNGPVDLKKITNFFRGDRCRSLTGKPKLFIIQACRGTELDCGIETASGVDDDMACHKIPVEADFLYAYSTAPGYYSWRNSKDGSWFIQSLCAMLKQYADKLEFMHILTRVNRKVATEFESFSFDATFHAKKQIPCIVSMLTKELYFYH
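Assay system: Autoprocessing-dead procaspase-3 D3A mutant enzyme; also added: Ac-DEVD-pNA; doses: one concentration, 8.5 µM nominal, 0.8% DMSO; times: 1 h compound preincubation, 2 h substrate hydrolysis at 25 °C; technique: 405 nm absorbance of p-nitroaniline, reads at 0 and 120 min; measure: % activation between DMSO and enzyme-spiked controls; repeats: single replicate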
Active calls of the source: *; [ ] = dose if it differs, or a comment.

COc1cc(/C=C(\C#N)C(=O)c2c[nH]c3ccccc23)cc(OC)c1O was read as AGP1-GFP MLPCN 106.4, RPL19A-GFP yeast 99.9, AHR activator 25.1, CIT2 TOR yeast 114.0, MEP2-GFP yeast 96.7, LAP4 TOR yeast 104.9, proCasp7 act -8.0 and proCasp3 act 0.1.
O=C(COC(=O)C1CSC2(c3ccc(F)cc3)CCC(=O)N12)NC(=O)NC1CCCC1 (stereo not drawn) was read as AGP1-GFP MLPCN 98.9, RPL19A-GFP yeast 91.1, AHR activator -2.0, CIT2 TOR yeast 90.8, MEP2-GFP yeast 91.8, LAP4 TOR yeast 102.5, proCasp7 act 9.9 and proCasp3 act 1.6.
Screening COc1ccc(C)cc1-n1c(C)cc(C=O)c1C returned AGP1-GFP MLPCN 102.9, RPL19A-GFP yeast 106.0, AHR activator 3.3, CIT2 TOR yeast 109.4, MEP2-GFP yeast 101.4, LAP4 TOR yeast 106.1, proCasp7 act -6.6 and proCasp3 act -6.4.
`Cc1cc(C)c2cc(CN(Cc3ccc4c(c3)OCO4)Cc3nnnn3Cc3ccco3)c(=O)[nH]c2c1` gave AGP1-GFP MLPCN 96.6, RPL19A-GFP yeast 97.5, AHR activator 12.4, CIT2 TOR yeast 97.1, MEP2-GFP yeast 100.9, LAP4 TOR yeast 88.8, proCasp7 act 1.7 and proCasp3 act -4.4.
`CCC(=O)N1CCc2cc(S(=O)(=O)CCC(=O)NCc3ccco3)ccc21` gave AGP1-GFP MLPCN 102.8, RPL19A-GFP yeast 103.8, AHR activator 0.2, CIT2 TOR yeast 107.1, MEP2-GFP yeast 104.4, LAP4 TOR yeast 93.3, proCasp7 act 1.0 and proCasp3 act 5.6.
Screening COc1ccc(N2C(=O)CC(NC3CCCCNC3=O)C2=O)cc1 (stereo not drawn) returned AGP1-GFP MLPCN 101.0, RPL19A-GFP yeast 101.0, AHR activator 1.8, CIT2 TOR yeast 108.5, MEP2-GFP yeast 102.8, LAP4 TOR yeast 106.5, proCasp7 act -26.7 and proCasp3 act -18.7.
For COc1ccccc1CNC(=O)CSc1nc(C)cs1 the results were AGP1-GFP MLPCN 88.6, RPL19A-GFP yeast 92.1, AHR activator 4.1, CIT2 TOR yeast 85.1, MEP2-GFP yeast 85.7, LAP4 TOR yeast inconclusive, proCasp7 act -2.8 and proCasp3 act 3.2.
For NC(=O)COc1cccc2cccnc12 the results were AGP1-GFP MLPCN 106.0, RPL19A-GFP yeast 103.4, AHR activator 3.3, CIT2 TOR yeast 107.8, MEP2-GFP yeast 110.2, LAP4 TOR yeast 100.9, proCasp7 act 2.3 and proCasp3 act 1.1.
For COCc1nnc(NC(=O)CC(C)c2ccccc2)s1 (stereo not drawn) the results were AGP1-GFP MLPCN 99.1, RPL19A-GFP yeast 99.4, AHR activator 7.6, CIT2 TOR yeast 101.1, MEP2-GFP yeast 100.8, LAP4 TOR yeast 103.8, proCasp7 act 6.1 and proCasp3 act -5.8.
`CCSc1nc(=O)n(-c2ccccc2)c(C)c1C(C)=O` gave AGP1-GFP MLPCN 99.3, RPL19A-GFP yeast 101.4, AHR activator 5.7, CIT2 TOR yeast 105.1, MEP2-GFP yeast 101.7, LAP4 TOR yeast 90.8, proCasp7 act -7.0 and proCasp3 act -5.6.
For O=C(OCC(=O)N1CCCCCC1)c1ccccc1Br the results were AGP1-GFP MLPCN 106.2, RPL19A-GFP yeast 107.9, AHR activator -0.6, CIT2 TOR yeast 99.6, MEP2-GFP yeast 108.8, LAP4 TOR yeast 110.2, proCasp7 act 5.8 and proCasp3 act 3.7.
COc1cc(OC)c(OC)cc1/C=N/n1c(COc2ccccc2)n[nH]c1=S was read as AGP1-GFP MLPCN 97.1, RPL19A-GFP yeast 102.8, AHR activator 4.8, CIT2 TOR yeast 95.5, MEP2-GFP yeast 97.4, LAP4 TOR yeast 86.7, proCasp7 act -24.0 and proCasp3 act -16.5.
`Cc1nc2sc(C(=O)OC(C)C)c(N)c2c(C)c1C` gave AGP1-GFP MLPCN 92.4, RPL19A-GFP yeast 92.4, AHR activator 12.0, CIT2 TOR yeast 91.0, MEP2-GFP yeast 101.5, LAP4 TOR yeast 103.0, proCasp7 act 1.3 and proCasp3 act 13.9.
For Cc1cc2c(nn1)CCc1nonc1-2 the results were AGP1-GFP MLPCN 103.4, RPL19A-GFP yeast 104.6, AHR activator 7.7, CIT2 TOR yeast 102.1, MEP2-GFP yeast 98.6, LAP4 TOR yeast 92.6, proCasp7 act 6.0 and proCasp3 act 2.7.
`COC(=O)CCCCC1SCC2NC(=O)NC21O` (stereo not drawn) gave AGP1-GFP MLPCN 102.4, RPL19A-GFP yeast 99.8, AHR activator 0.5, CIT2 TOR yeast 96.9, MEP2-GFP yeast 105.6, LAP4 TOR yeast 97.5, proCasp7 act 10.1 and proCasp3 act -2.3.
O=S(=O)(NC(=NCc1ccccc1)c1ccc(F)cc1)c1ccc(Cl)cc1 was read as AGP1-GFP MLPCN 102.5, RPL19A-GFP yeast 98.0, AHR activator 0.1, CIT2 TOR yeast 94.9, MEP2-GFP yeast 99.0, LAP4 TOR yeast 112.1, proCasp7 act 18.4 and proCasp3 act 1.7.
For COc1cc2c(cc1OC)C(C)N(C(=O)/C=C/c1cc(OC)c(OC)c(OC)c1)CC2 (stereo not drawn) the results were AGP1-GFP MLPCN 99.7, RPL19A-GFP yeast 90.6, AHR activator 6.7, CIT2 TOR yeast 101.4, MEP2-GFP yeast 94.5, LAP4 TOR yeast 108.2, proCasp7 act -1.0 and proCasp3 act -1.1.
Screening O=C(c1cc2ccccc2o1)N1CCCCCC1 returned AGP1-GFP MLPCN 106.8, RPL19A-GFP yeast 108.0, AHR activator 11.0, CIT2 TOR yeast 82.3, MEP2-GFP yeast 110.4, LAP4 TOR yeast 119.5, proCasp7 act 10.9 and proCasp3 act 2.8.
For CC(=O)N1Cc2ccccc2CC1C(=O)O (stereo not drawn) the results were AGP1-GFP MLPCN 94.3, RPL19A-GFP yeast 88.7, AHR activator 6.8, CIT2 TOR yeast 93.6, MEP2-GFP yeast 109.1, LAP4 TOR yeast 99.0, proCasp7 act 5.5 and proCasp3 act 2.7.
Screening CCCCCc1ccc(-c2cn(Cc3ccc([N+](=O)[O-])cc3)nn2)cc1 returned AGP1-GFP MLPCN 95.0, RPL19A-GFP yeast 101.1, AHR activator 2.4, CIT2 TOR yeast 94.4, MEP2-GFP yeast 103.7, LAP4 TOR yeast 94.4, proCasp7 act 3.2 and proCasp3 act -1.4.

The list goes on, starting with the last two of the part before.
For CC(=O)N1Cc2ccccc2CC1C(=O)O (stereo not drawn) the results were AGP1-GFP MLPCN 94.3, RPL19A-GFP yeast 88.7, AHR activator 6.8, CIT2 TOR yeast 93.6, MEP2-GFP yeast 109.1, LAP4 TOR yeast 99.0, proCasp7 act 5.5 and proCasp3 act 2.7.
Screening CCCCCc1ccc(-c2cn(Cc3ccc([N+](=O)[O-])cc3)nn2)cc1 returned AGP1-GFP MLPCN 95.0, RPL19A-GFP yeast 101.1, AHR activator 2.4, CIT2 TOR yeast 94.4, MEP2-GFP yeast 103.7, LAP4 TOR yeast 94.4, proCasp7 act 3.2 and proCasp3 act -1.4.
For CCc1ccc(-c2nc(CS(=O)CC(=O)NCc3ccco3)c(C)o2)cc1 (stereo not drawn) the results were AGP1-GFP MLPCN 98.0, RPL19A-GFP yeast 96.0, AHR activator 3.0, CIT2 TOR yeast 100.2, MEP2-GFP yeast 93.0, LAP4 TOR yeast 93.1, proCasp7 act -8.4 and proCasp3 act 4.2.
CC(=O)Nc1cccc(-c2csc(NCc3ccccc3)n2)c1 was read as AGP1-GFP MLPCN 95.3, RPL19A-GFP yeast 100.9, AHR activator 26.5, CIT2 TOR yeast 96.8, MEP2-GFP yeast 101.7, LAP4 TOR yeast 95.1, proCasp7 act -23.8 and proCasp3 act -9.0.
`NC1=NC(=O)C(Cc2ccc(F)cc2)S1` (stereo not drawn) gave AGP1-GFP MLPCN 104.0, RPL19A-GFP yeast 99.9, AHR activator 2.4, CIT2 TOR yeast 102.2, MEP2-GFP yeast 102.4, LAP4 TOR yeast 98.3, proCasp7 act -0.9 and proCasp3 act -2.4.
Screening CCCCCC1CCC(C(=O)NCCN2CCOCC2)CC1 (stereo not drawn) returned AGP1-GFP MLPCN 97.6, RPL19A-GFP yeast 104.7, AHR activator -0.9, CIT2 TOR yeast 101.2, MEP2-GFP yeast 97.3, LAP4 TOR yeast 97.9, proCasp7 act -6.1 and proCasp3 act 1.2.
Screening CCOc1ccccc1NC(=O)CN1C(=O)COc2ccc(S(=O)(=O)N3CCOCC3)cc21 returned AGP1-GFP MLPCN 96.1, RPL19A-GFP yeast 96.7, AHR activator 1.4, CIT2 TOR yeast 95.5, MEP2-GFP yeast 98.0, LAP4 TOR yeast 96.0, proCasp7 act 0.6 and proCasp3 act -1.5.
For CCC1(C)Cc2c(sc3nnn(Cc4ccccc4Cl)c(=O)c23)CO1 (stereo not drawn) the results were AGP1-GFP MLPCN inconclusive, RPL19A-GFP yeast inconclusive, AHR activator -1.5, CIT2 TOR yeast 92.1[may fluoresce red], MEP2-GFP yeast 72.6[may fluoresce red], LAP4 TOR yeast 78.2[may fluoresce red], proCasp7 act 8.1 and proCasp3 act -0.2.
`COC(=O)Cc1ccc(NC(=O)c2ccc(Br)o2)cc1` gave AGP1-GFP MLPCN 89.7, RPL19A-GFP yeast 92.9, AHR activator -1.2, CIT2 TOR yeast 100.0, MEP2-GFP yeast 98.3, LAP4 TOR yeast 91.6, proCasp7 act 2.6 and proCasp3 act -3.0.
`Cc1cccc(N2C(=O)N3[C@@H]4c5ccccc5OC[C@@H]4[C@@H](c4ccccc4)[C@]3(C)C2=O)c1` gave AGP1-GFP MLPCN 90.9, RPL19A-GFP yeast 103.5, AHR activator 3.8, CIT2 TOR yeast 91.7, MEP2-GFP yeast 96.1, LAP4 TOR yeast 115.0, proCasp7 act 1.7 and proCasp3 act 1.5.
For COc1ccc(/C(O)=C2/C(=O)C(=O)N(CCN3CCOCC3)C2c2ccccn2)cc1OC (stereo not drawn) the results were RPL19A-GFP yeast 91.4, AHR activator 9.7, CIT2 TOR yeast 88.5, MEP2-GFP yeast 89.9, LAP4 TOR yeast 86.2, proCasp7 act -28.4 and proCasp3 act -4.7.
COc1ccc(CNC(=O)c2coc(=O)c3ccccc23)c(OC)c1 was read as AGP1-GFP MLPCN 89.7, RPL19A-GFP yeast 90.8, AHR activator 6.0, CIT2 TOR yeast 87.1, MEP2-GFP yeast 89.6, LAP4 TOR yeast 90.9, proCasp7 act -9.7 and proCasp3 act -1.8.
`Cc1cc2[nH]c(=O)c(=O)[nH]c2cc1S(=O)(=O)NC1CCCCC1C` (stereo not drawn) gave AGP1-GFP MLPCN 103.9, RPL19A-GFP yeast 98.4, AHR activator 0.0, CIT2 TOR yeast 98.8, MEP2-GFP yeast 103.9, LAP4 TOR yeast 98.5, proCasp7 act 10.9 and proCasp3 act 3.9.
Screening CC1(C)NC(=O)N(CC(=O)NNC(=O)c2ccccc2F)C1=O returned AGP1-GFP MLPCN 82.8, RPL19A-GFP yeast 88.1, AHR activator 1.8, CIT2 TOR yeast 85.6, MEP2-GFP yeast 98.0, LAP4 TOR yeast 87.4, proCasp7 act 5.3 and proCasp3 act 4.6.

Bioassay records (PubChem)
